# BCR signal inh: inhibitors of chronic active B-cell receptor signaling | ABC-DLBCL IkBa-CBG/CBR reporter, luminescence ratio, 4 h | Potency, µM (highest dose often 46.1 µM), for inactives: at the highest dose ratio change, negative = lower green/red ratio, hits mostly inhibitors | 340,000 compounds, 0.05% hits; active = well fitted inhibition curve with a large enough effect in the signal ratio, with a control signal flat, not every such curve was filed as active; inconclusive = small, poorly fitted or top-dose-only effect, or effect the other way, or a change in a side signal; the % refers to the signal ratio;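 also: potency is read from the fitted curve at half-maximal effect; plate controls were basal doxycycline-induced cells for no effect and cells given 10 µM MG132 for full effect; MG132 reads +100%, hits lower the ratio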
#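 Compounds up to 46 uM were incubated four hours with TMD8 cells whose green CBG68 luciferase is fused to IkappaBalpha; red CBR luminescence normalised the signal, and concentration-effect curves were fitted to fusion, red and ratio data.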
# Mito fusion act: inhibitors of mitochondrial division or activators of mitochondrial fusion; Potency, µM (titrated, usually from 46.1 µM), for inactives: at the top dose growth rescue (activation), hits mostly activators; S. cerevisiae fusion-defective mutant growth rescue, CellTiterGlo 48 h; 320,000 compounds, 0.23% hits;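 also: potency is read from the fitted curve at half-maximal effect; % of control where 0% means no effect; nearly all actives have a fitted effect of over 45% in size; temperature-sensitive fusion mutants such as fzo1-1 at 37 °C on non-fermentable ethanol glycerol medium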
#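 Luminescent cell viability in 1536-well qHTS format served as the measure of rescued growth in ts fusion-mutant S. cerevisiae cultured on non-fermentable YPEG for 48 hours at 37C.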
# TCR activator: activates T cell receptor signaling; 330,000 tested, under 10 active; Potency, µM (titrated, usually from 9.22 µM), inactives show at the highest dose activation of IL-2 secretion, actives largely listed as activators; primary human leukocytes, anti-CD3, IL-2 HTRF, 48 h; also: % of control where 0% means no effect
#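 48 hr co-incubation of compounds, a-CD3 beads and primary human leukocytes; IL-2 quantified homogeneously by HTRF with anti-IL-2 K and d2 conjugates.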
# Tb PFK block: inhibitors of T. brucei phosphofructokinase | O15648 | T. brucei PFK, ADP-Glo luminescence | Potency, µM (highest dose often 57.5 µM), without a hit: at the top dose activity, negative = inhibition, actives largely listed as inhibitors | 330,000 compounds, 0.17% hits;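 also: potency is read from the fitted curve at half-maximal effect; 0% = uninhibited 1x PFK enzyme wells and -100% = no-enzyme wells; nearly all actives have a fitted effect of over 60% in size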
# Target sequence (O15648 whole entry, looked up): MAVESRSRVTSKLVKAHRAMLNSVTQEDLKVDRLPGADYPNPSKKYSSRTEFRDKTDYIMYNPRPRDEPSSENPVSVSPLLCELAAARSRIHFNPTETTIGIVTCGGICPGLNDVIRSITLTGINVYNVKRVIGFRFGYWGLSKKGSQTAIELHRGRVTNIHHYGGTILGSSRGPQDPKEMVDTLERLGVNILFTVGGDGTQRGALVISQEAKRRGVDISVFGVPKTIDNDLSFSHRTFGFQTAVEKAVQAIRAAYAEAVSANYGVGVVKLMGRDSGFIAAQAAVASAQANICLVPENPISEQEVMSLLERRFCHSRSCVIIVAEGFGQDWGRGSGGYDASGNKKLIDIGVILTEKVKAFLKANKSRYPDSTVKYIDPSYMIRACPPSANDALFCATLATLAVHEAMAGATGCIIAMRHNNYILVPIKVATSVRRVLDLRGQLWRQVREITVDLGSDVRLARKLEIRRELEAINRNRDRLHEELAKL
#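 Activity is normalized to no-enzyme wells (full inhibition) and 1.25 nM enzyme wells (no inhibition). Reaction: 0.5 mM F6P, 0.1 mM ATP, 45 min RT, ADP-Glo luminescence; concentration-response curves fitted and classed by quality.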
# AT treatment: candidate therapy for ataxia-telangiectasia. […] A-T fibroblasts, KAP-1 phosphorylation AlphaLISA; neocarzinostatin DNA damage 30 min before lysis. Potency, µM (highest dose often 57.5 µM), for inactives: at the highest dose activation, most hits filed as activators. 320,000 compounds, 0.19% hits; also: potency is read from the fitted curve at half-maximal effect; % of control where 0% means no effect; nearly all actives have a fitted effect of over 45% in size
#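 ATM-like activity read as KAP-1 phosphorylation via AlphaLISA donor/acceptor antibody pairs after lysis and 6 hr at 25C. Cells were ATM-null patient fibroblasts ([…], hTERT), dosed 60 min, then exposed to the DSB inducer NCS for 30 min.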
# ELG1 repair inh: inhibitors of ELG1-dependent DNA repair in HEK293T cells; HEK293T ELG1-luciferase reporter, luminescence, 16 h; DNA damage induced by 5-fluorouridine; Potency, µM (highest dose often 46.1 µM), inactives show top-dose activity change, negative = inhibition, actives largely listed as inhibitors; 330,000 compounds, 2.3% hits; also: potency is read from the fitted curve at half-maximal effect; % is scaled to controls: 0 for no effect and ±100 for the full control effect; nearly all actives have a fitted effect of over 55% in size
#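 In this reporter screen, reduction of luminescence relative to DMSO vehicle indicated activity. Compounds and 5-fluorouridine were added together to 2,000 cells per well, incubated for 16 hr at 37 °C, then developed with ONE-Glo.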
# TSHR antagonist: antagonists of human thyroid stimulating hormone receptor; P16473; TSHR-expressing cells, TSH-stimulated cAMP HTRF, 2 h; active compounds read low; activity change, negative = inhibition, % at 11.5 µM; 330,000 compounds, 0.2% hits;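 active = activity change below a set negative limit, meaning inhibition stronger than a set level, cut at about -70% in these data; inconclusive = activity change between two set negative limits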; also: % is scaled to controls: 0 for no effect and ±100 for the full control effect
#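 Cell-based HTRF cAMP assay; TSHR cells + compound, TSH EC80 (4nM final), 2 h, 37 deg C. Lysis with anti-cAMP cryptate and cAMP-d2, 30 min RT, read 665/620 nm.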
# S-ASM inh: inhibitors of human secretory acid sphingomyelinase. Potency, µM (series often up to 57.5 µM), for the others: top-dose activity change, negative = inhibition, most hits filed as inhibitors. 340,000 compounds, 0.006% hits. placental ASM, HMU-PC fluorogenic substrate, 60 min. P17405; also: potency is read from the fitted curve at half-maximal effect
#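 Human placenta-derived ASM enzyme was preincubated with compound for 10 minutes at room temperature, then given fluorogenic substrate HMU-PC0 (9 uM final) for 60 minutes at 37 °C; a pH 10 stop preceded fluorescence reading at Ex 386/Em 447 nm.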
# Integrin act MD: activates integrin-mediated alleviation for muscular dystrophy. alpha7betagal myoblasts, beta-gal FDG fluorescence, 48 h. Potency, µM (titrated, usually from 38.3 µM), inactives show top-dose activation, actives largely listed as activators. 350,000 compounds, 0.064% hits;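 also: potency is read from the fitted curve at half-maximal effect; 100% = response of the positive control SU9516; nearly all actives have a fitted effect of over 60% in size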
#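 alpha7betagal+/- myoblasts (passage 13, 250/well) treated 48 h at 37C with compounds at 1:260 dilution of DMSO stock. Lysed, then beta-galactosidase activity read as FDG fluorescence (ex 480/em 540) after 30 min, with pre-read for autofluorescence.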
# TSG101-PTAP inh: blocks PTAP/TSG101 interaction to inhibit HIV-1 budding; Potency, µM (doses to about 115 µM), inactives show at the top dose activity change, negative = inhibition, usual class: inhibitors; Q99816; Fluorescence polarization, FITC-PTAP peptide / Tsg101 binding; 340,000 tested, under 10 active; active = well fitted inhibition curve with a large enough effect in the main read-out, with a control signal flat, not every such curve was filed as active; inconclusive = small, poorly fitted or top-dose-only effect, or effect the other way, or a change in a side signal; inactive = no such curve, though single readings can be large or run the other way; also: potency is read from the fitted curve at half-maximal effect; % of control where 0% means no effect
#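 Fluorescence polarization binding of Tsg101 binding domain (10 uM final) to FITC-labeled PTAP peptide (50 nM final) in HEPES pH 7.5 buffer with NaCl, Tween 20, EDTA, TCEP. Compounds added before peptide; binding 20 min at RT.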
# Eya2 phos inh: Eya2 (human) phosphatase inhibition | O00167 | 330,000 compounds, 0.006% hits | recombinant Eya2, OMFP fluorescence dephosphorylation (OMFP is methylfluorescein phosphate) | Potency, µM (series often up to 76.9 µM), inactives show top-dose activity, negative = inhibition, actives largely listed as inhibitors; also: potency is read from the fitted curve at half-maximal effect; % is scaled to controls: 0 for no effect and ±100 for the full control effect
# Target sequence (O00167 whole entry, looked up): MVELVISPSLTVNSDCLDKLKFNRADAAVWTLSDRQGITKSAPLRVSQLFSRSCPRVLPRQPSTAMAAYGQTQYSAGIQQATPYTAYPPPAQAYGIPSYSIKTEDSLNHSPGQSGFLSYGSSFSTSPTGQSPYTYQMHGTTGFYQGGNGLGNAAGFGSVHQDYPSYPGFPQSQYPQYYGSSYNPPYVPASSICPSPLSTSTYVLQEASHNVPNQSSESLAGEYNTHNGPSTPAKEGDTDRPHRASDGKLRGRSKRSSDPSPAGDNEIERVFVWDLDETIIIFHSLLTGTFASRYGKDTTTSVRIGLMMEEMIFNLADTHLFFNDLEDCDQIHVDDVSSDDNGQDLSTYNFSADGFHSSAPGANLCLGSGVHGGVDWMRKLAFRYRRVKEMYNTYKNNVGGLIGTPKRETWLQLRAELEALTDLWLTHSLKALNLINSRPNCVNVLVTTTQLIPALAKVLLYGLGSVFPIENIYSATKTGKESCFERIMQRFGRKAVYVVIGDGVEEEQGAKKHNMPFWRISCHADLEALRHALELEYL
#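 Eya2 (0.2 uM) preincubated 10 min at ambient with compound, then OMFP substrate added at 50 uM; 10 min reaction in 50 mM HEPES pH 7.5, 50 mM NaCl, 5 uM MgCl2, 0.05% BSA, 1 mM DTT. Fluorescence read at Ex 485/Em 525 nm.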
# Numbers without * were called inactive; u = inconclusive; x = not tested or not shown; [ ] = dose if it differs, or a comment. Unless noted, calls follow the shape of the dose curve; as a rule, active = well fitted curve in the direction sought with a large enough effect; inconclusive = small, poorly fitted or top-dose-only effect, or another doubt; inactive = no such curve, though single readings can be large; an effect the other way counts as inactive or inconclusive.
# The line under a structure holds: BCR signal inh	Mito fusion act	TCR activator	Tb PFK block	AT treatment	ELG1 repair inh	TSHR antagonist	S-ASM inh	Integrin act MD	TSG101-PTAP inh	Eya2 phos inh
Fc1ccc(C2CCCCN2Cc2nc(CC3CC3)no2)cc1 (stereo not drawn)
  u	7%	1%	-4%	5%	12%	-9	-2%	10%	-1%	-18%
O=C(CNC(=O)C12CC3CC(CC(C3)C1)C2)OCc1ccc(F)cc1Cl
  6%	14%	-6%	0%	5%	4%	19	-2%	u	-4%	2%
C=CCn1c(O)c(N=NC(=O)c2cccnc2)c2cc(Br)ccc21
  u	-10%	10%	-7%	19%	0%	24	-12%	-4%	2%	-8%
COc1ccc(-n2c(C)c(C(C)=O)c(C(C)=O)c2C)cc1OC
  -6%	-3%	-2%	-1%	12%	-24%	-2	4%	11%	-6%	-5%
O=CN(/C=C1\Sc2ccccc2C1=O)Cc1ccccc1
  u	1%	-5%	5%	-1%	u	-2	1%	3%	-6%	-14%
O=C1CC(N2CCN(Cc3ccc4c(c3)OCO4)CC2)C(=O)N1Cc1ccc(N2CCCC2=O)cc1 (stereo not drawn)
  1%	-2%	-5%	1%	6%	-19%	1	3%	-11%	-7%	-5%
CCOC(=O)C(NC(=O)c1ccccc1)=C1CCCCC1
  2%	1%	-5%	-1%	0%	-7%	2	4%	-1%	-5%	-3%
O=C(c1cc2nc(-c3cccs3)cc(C(F)(F)F)n2n1)N1CCCc2ccccc21
  7%	-8%	1%	-2%	1%	u	5	17%	-58%[inhibitor]	-1%	9%
COc1ccc2[nH]cc(C(=O)C(=O)N3CCCCC3)c2c1
  1%	2%	1%	-1%	-6%	8%	0	-2%	12%	-2%	-1%
COc1cc(-c2nnc(SCC(=O)O)n2-c2ccccc2)cc(OC)c1OC
  3%	1%	-5%	-6%	0%	-1%	1	7%	13%	-2%	2%
O=C(O)CCN1C(=O)/C(=C\c2ccncc2)SC1=S
  u	-1%	-8%	-7%	-1%	13%	8	3%	-15%	-3%	-10%
CCOc1nc(C)nc(NC(=O)NS(=O)(=O)c2ccccc2Cl)n1
  u	-2%	-7%	2%	x	16%	22	7%	2%	-2%	-7%
Cn1c(SCC(=O)O)nnc1C1CCCCC1
  4%	2%	-2%	1%	11%	21%	-5	5%	4%	-5%	4%
CC(C)(C)c1cc(C(=O)Nc2cccc3ccccc23)ccn1
  0%	13%	8%[46.1 µM]	1%	-6%	-11%	8	-2%	10%	-2%	-6%
COC(=O)C(Cc1ccc(O)cc1)NC(=O)CCc1ccco1 (stereo not drawn)
  13%	-3%	-2%	8%	-5%	9%	-6	3%	8%	-4%	15%
COc1ccccc1NS(=O)(=O)c1cccc(NC(=O)c2sc3ccccc3c2Cl)c1
  u	14%	2%	-3%	-2%	u	-17	-2%	-27%	-1%	-2%
C(=N\NC(=Nc1ccccc1)c1ccccn1)/c1ccccn1
  -12%	-5%	3%	2%	-5%	u	10	3%	-15%	-1%	9%
COc1ccc(-c2sc3ccccc3c2/C=C/c2ccc(OC)c(OC)c2)cc1
  -1%	x	-7%	2%	3%	11%	8	130%[activator]	32%	-12%	7%
Cc1nc(C#N)c(NCc2ccc3c(c2)OCO3)o1
  u	-3%	-1%	0%	-6%	1%	-4	4%	-20%	-4%	7%
COc1cccc(C(=O)CSc2nnnn2C2CCCCC2)c1
  u	-27%	-4%	1%	18%	u	-1	-1%	-4%	1%	-23%

# Next results:
SMILES | BCR signal inh | Mito fusion act | TCR activator | Tb PFK block | AT treatment | ELG1 repair inh | TSHR antagonist | S-ASM inh | Integrin act MD | TSG101-PTAP inh | Eya2 phos inh
CC12C=CC3(O1)C(C(=O)N(c1cccnc1)C3C(=O)NC1CCCCC1)C2C(=O)Nc1ccccc1 (stereo not drawn) | 11% | -4% | -5% | -3% | x | -14% | 5 | 6% | 16% | -5% | 0%
CNC(=S)N(Cc1cc2ccc(OC)cc2[nH]c1=O)CC1CCCO1 (stereo not drawn) | -3% | 3% | x | -6% | -1% | 2% | 17 | 4% | -14% | -3% | -10%
Cc1ccc(-n2ncc3c(=O)n(CC(=O)N(C)C)cnc32)cc1C | -1% | -2% | 0% | -2% | 2% | u | 5 | 1% | 23% | 2% | 2%
Cc1nn(Cc2ccccc2Cl)c(C)c1NC(=O)c1cc(-c2ccc(F)cc2)on1 | -4% | 5% | x | 0% | 10% | 3% | -22 | 0% | 4%[7.66 µM] | 1% | 8%
CCC(=O)NCCC(c1ccco1)c1ccccc1OC (stereo not drawn) | u | 13% | -3%[46.1 µM] | -11% | 11% | -19% | 20 | 5% | 25% | -11% | 1%
Cc1ccccc1NC1=C/C(=N\S(=O)(=O)c2ccc(C(=O)O)cc2)c2ccccc2C1=O | u | -44%[inhibitor] | 10% | -3% | 8% | 12µM* | u | 6% | -69%[inhibitor] | -10% | -1%
O=C(NCCc1ccc(Cl)cc1)c1n[nH]c2ccccc12 | u | 17% | -6% | 0% | -4% | u | 5 | 3% | -9% | -5% | 11%
O=C(NCc1nnc(SCC(=O)N2CCOCC2)o1)c1ccccc1F | -7% | 0% | 3% | -2% | -3% | -10% | -2 | 5% | 22% | -7% | -13%
CCN(CC)Cc1c(O)ccc2c(=O)c(-c3ccccc3Cl)coc12 | 7% | -2% | 8% | 1% | -1% | -2% | -1 | 165%[activator] | u | -5% | 6%
COc1ccc(OC)c(NC(=O)COC(=O)/C=C/c2ccccc2Cl)c1 | 0% | -2% | -7%[46.1 µM] | 5% | 6% | 8% | -8 | x | -47%[inhibitor] | 2% | -4%
OCCC1CN(Cc2cccn2-c2cccnc2)CCN1C1CCCCC1 (stereo not drawn) | -5% | 0% | -8% | 1% | 0% | 0% | 17 | 6% | 11% | -6% | 1%
Cc1ccc2[nH]c(=O)c(CN(CCN3CCOCC3)C(=O)Nc3ccc(F)cc3)cc2c1 | -2% | 5% | 4% | -1% | -3% | u | -5 | -3% | -28% | -4% | 1%

# An excerpt from above in order of SMILES length, rising.
SMILES | BCR signal inh | Mito fusion act | TCR activator | Tb PFK block | AT treatment | ELG1 repair inh | TSHR antagonist | S-ASM inh | Integrin act MD | TSG101-PTAP inh | Eya2 phos inh
C(=N\NC(=Nc1ccccc1)c1ccccn1)/c1ccccn1 | -12% | -5% | 3% | 2% | -5% | u | 10 | 3% | -15% | -1% | 9%
CC(C)(C)c1cc(C(=O)Nc2cccc3ccccc23)ccn1 | 0% | 13% | 8%[46.1 µM] | 1% | -6% | -11% | 8 | -2% | 10% | -2% | -6%
Cc1nn(Cc2ccccc2Cl)c(C)c1NC(=O)c1cc(-c2ccc(F)cc2)on1 | -4% | 5% | x | 0% | 10% | 3% | -22 | 0% | 4%[7.66 µM] | 1% | 8%

# Carrying on.
SMILES | BCR signal inh | Mito fusion act | TCR activator | Tb PFK block | AT treatment | ELG1 repair inh | TSHR antagonist | S-ASM inh | Integrin act MD | TSG101-PTAP inh | Eya2 phos inh
COc1ccc(OCC(=O)N2CCN(c3nnc(-c4ccc(C)cc4)c4ccccc34)CC2)cc1 | 9% | 18% | 2% | 2% | -11% | u | -13 | -11% | -21% | 7% | -3%
COc1ccc(C2=Nn3c(nnc3-c3ccco3)SC2)cc1OC | u | 4% | 7% | -6% | 7% | u | 19 | -5% | -18% | -13% | 13%
COC(=O)[C@@]1(Cc2ccccc2)[C@H]2C(=O)N(Cc3ccccc3)C(=O)[C@H]2[C@H]2CN=C(SCc3ccccc3)N21 | 0% | x | 1%[46.1 µM] | 0% | -18% | u | -1 | -4% | -13% | -3% | 4%
Cc1cc(C)n2nc(S(=O)(=O)NC3CCCCC3)nc2n1 | 0% | 1% | -16% | -13% | -5% | 15% | 1 | 2% | -29% | 3% | 13%
